Screening results from PubChem BioAssay.
Abeta rescue – compounds reversing amyloid beta toxicity in yeast. 410,000 compounds, 0.063% hits. AID 1347071. yeast expressing A-beta42, growth rescue, OD600, 48 h; response scale: 0% DMSO, 100% iron-clioquinol control. Potency, µM (titrated, usually from 46.1 µM), without a hit: at the highest dose growth rescue, hits mostly activators; note: potency is the fitted concentration of half-maximal effect; nearly all actives have a fitted effect of over 55% in size
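Yeast growth medium received pinned compounds, then yeast cells expressing toxic A-beta were added; plates incubated at 30 C for 48 hr. Growth read as absorbance at 600 nm, normalized to DMSO and equimolar FeCl3 plus clioquinol controls.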
MmCpn inh – M. maripaludis TRiC chaperonin inhibition | purified Mm-Cpn ATPase, ADP Transcreener TR-FRET | Potency, µM (doses to about 76.9 µM), for inactives: at the highest dose activity, negative = inhibition, usual class: inhibitors | 330,000 compounds, 0.031% hits | AID 504842; note: potency is the fitted concentration of half-maximal effect; % is set by controls: 0 for no effect and ±100 for the full control effect; nearly all actives have a fitted effect of over 80% in size
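ATPase read-out: TR-FRET ADP immunoassay (anti-ADP Eu cryptate vs ADP-d2), ex 320 nm, em 590/665 nm; signal drops as ADP forms. Enzyme 25 nM, ATP 10 uM, 30 min at 37°C after 10 min compound preincubation.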
HEK293 tox – cytotoxicity in counter-screen for GLP-1R inverse agonists; HEK293 cAMP-luciferase reporter cells, luminescence, 24 h; AID 624418; 410,000 compounds, 0.13% hits; Potency, µM (top dose mostly 38.3 µM), inactives show at the highest dose activity change, negative = inhibition, most hits filed as inhibitors;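 note: loss of luciferase light is scored as toxicity; potency is the fitted concentration of half-maximal effect; % is set by controls: 0 for no effect and ±100 for the full control effect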
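MLSMR compounds, 24 hr on cells at 37 deg C/5% CO2; luminescence after luciferase reagent (12 min RT). Inhibition counted as the undesired cytotoxic outcome.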
Akt phos inh – inhibitors of Akt phosphorylation | activity change, % for hits at 50 µM | 360,000 compounds, 0.32% hits | Neuro2A IGF-stimulated pAkt S473 HTRF, 20 min; active compounds read low | AID 651550; in the data active = activity change below about -80%; inconclusive = mostly about -51% to -80%; note: % is set by controls: 0 for no effect and ±100 for the full control effect
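Single-point screen (50 µM final compound) in Neuro2A cells stimulated 20 min with 6 nM IGF at 37 deg C. After lysis, Ser473-phosphorylated Akt read by HTRF (ex 330 nm, em 615/665 nm) as the 665/615 ratio.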
PTHR1 ag – PTHR1 (human) receptor agonism. Q03431. HEK293 GP2 PTHR1 cells, GloSensor cAMP luminescence, 1 h. Potency, µM (series often up to 115 µM), without a hit: at the top dose activation, hits mostly activators. 410,000 compounds, 0.075% hits; note: potency is the fitted concentration of half-maximal effect; nearly all actives have a fitted effect of over 55% in size; some results filed as inactive show a strong effect at the top dose; inactives centre near -15; many of its hits are not listed in these tables
Target sequence (Q03431 whole entry, looked up): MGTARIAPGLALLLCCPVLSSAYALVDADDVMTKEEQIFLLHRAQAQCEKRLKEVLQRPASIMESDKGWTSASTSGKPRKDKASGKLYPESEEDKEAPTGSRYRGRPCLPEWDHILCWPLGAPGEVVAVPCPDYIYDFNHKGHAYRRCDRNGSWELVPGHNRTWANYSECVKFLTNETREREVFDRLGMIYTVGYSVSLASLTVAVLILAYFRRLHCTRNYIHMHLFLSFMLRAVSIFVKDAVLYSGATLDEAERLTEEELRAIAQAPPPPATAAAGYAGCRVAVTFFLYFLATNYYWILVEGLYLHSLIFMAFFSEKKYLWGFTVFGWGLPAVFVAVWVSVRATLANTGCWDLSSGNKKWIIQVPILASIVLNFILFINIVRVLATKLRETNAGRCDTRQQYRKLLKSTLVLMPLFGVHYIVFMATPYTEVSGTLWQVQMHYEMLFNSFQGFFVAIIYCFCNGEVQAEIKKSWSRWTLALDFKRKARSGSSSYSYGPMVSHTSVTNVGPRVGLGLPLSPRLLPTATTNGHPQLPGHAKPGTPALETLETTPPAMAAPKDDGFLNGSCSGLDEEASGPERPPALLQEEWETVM
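HEK-293-derived GP2 cells expressing PTHR1 and a GloSensor cAMP reporter, 3,000/well, plated overnight, given luciferin plus IBMX (each 0.5 mM as added) for 1 h at 37 °C, then compound for 1 h at 37 °C. Luminescence was read after 15 min at room temperature.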
FUS suppressor – rescues growth of FUS-expressing yeast; Potency, µM (doses to about 76.6 µM), without a hit: top-dose growth rescue (activation), most hits filed as activators; 390,000 compounds, 0.24% hits; S. cerevisiae FUS-expressing, growth rescue, OD600, 24 h;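 note: potency is the fitted concentration of half-maximal effect; plate controls were DMSO vehicle for no effect and reference control for full effect; nearly all actives have a fitted effect of over 55% in size; some results filed as inactive show a strong effect at the top dose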
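FUS-expressing yeast, raffinose-pregrown, induced in 2% galactose minimal medium at OD 0.005; compounds in a dilution series, 24hr at 30C. Growth restoration read as absorbance at 600 nm. CP55940 positive control, DMSO negative.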
aSyn yeast inh – alpha-synuclein toxicity inhibition in yeast; Yeast expressing alpha-synuclein, growth rescue, BacTiter-Glo, 24 h; Potency, µM (doses to about 46.1 µM), inactives show top-dose growth rescue (activation), actives largely listed as activators; 370,000 compounds, 0.14% hits; AID 652106; note: potency is the fitted concentration of half-maximal effect; % of control where 0% means no effect; nearly all actives have a fitted effect of over 65% in size
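Rescue of yeast growth: cells expressing toxic alpha-synuclein, induced in galactose at OD600 0.02, incubated with compound 24 h at 30 C. ATP luminescence quantified growth; inhibitors of toxicity appear as activators.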
GLP-1R inv ag – inverse agonists of human GLP-1 receptor; HEK293 GLP-1R CRE-luciferase, luminescence, 24 h; GLP-1R form is constitutively active; Potency, µM (highest dose often 38.3 µM), inactives show at the top dose activity change, negative = inhibition, most hits filed as inhibitors; 410,000 compounds, 1.6% hits; AID 624417; note: potency is the fitted concentration of half-maximal effect; % is set by controls: 0 for no effect and ±100 for the full control effect; nearly all actives have a fitted effect of over 55% in size
Target sequence (P43220 whole entry, looked up): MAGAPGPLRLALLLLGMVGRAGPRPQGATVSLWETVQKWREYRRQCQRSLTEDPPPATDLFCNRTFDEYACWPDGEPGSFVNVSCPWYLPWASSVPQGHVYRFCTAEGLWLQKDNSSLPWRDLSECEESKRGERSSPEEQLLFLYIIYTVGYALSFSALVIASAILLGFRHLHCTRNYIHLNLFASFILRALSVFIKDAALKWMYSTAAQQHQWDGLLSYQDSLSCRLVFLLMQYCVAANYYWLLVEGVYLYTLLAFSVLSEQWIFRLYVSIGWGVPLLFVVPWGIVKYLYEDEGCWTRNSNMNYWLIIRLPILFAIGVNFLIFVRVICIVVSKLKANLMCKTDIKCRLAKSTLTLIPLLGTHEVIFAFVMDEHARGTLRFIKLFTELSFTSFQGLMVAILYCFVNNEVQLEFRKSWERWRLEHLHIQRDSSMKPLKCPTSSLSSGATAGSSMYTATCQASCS
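Seeding at 200 cells/uL, 12 h culture, 24 hr compound treatment, then luciferase reagent and a luminescence read; cells are HEK293 stably expressing a constitutively active GLP-1R plus cAMP-responsive luciferase.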
TDP43 rescue – TDP-43 toxicity inhibition in yeast. Potency, µM (top dose mostly 46.1 µM), for the others: top-dose growth rescue (activation), most hits filed as activators. TDP-43 expressing yeast growth rescue, BacTiter-Glo, 24 h. 410,000 compounds, 1.8% hits. AID 652104; note: potency is the fitted concentration of half-maximal effect; % of control where 0% means no effect; nearly all actives have a fitted effect of over 50% in size
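Galactose-induced TDP-43 yeast, OD600=0.02, compound pinned; 24 hr, 30 deg C; BacTiter-Glo luminescence for growth. Inhibitors of TDP-43 toxicity read as activators.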
Active calls of the source: *; i = inactive; ? = inconclusive; / = not tested or not shown; [ ] = another dose, or the depositor's remark. Unless noted, calls come from the whole dose curve; as a rule, active = well fitted curve in the direction sought with a large enough effect; inconclusive = small, poorly fitted or top-dose-only effect, or another doubt; inactive = no such curve, though single readings can be large; an effect the other way counts as inactive or inconclusive.

Molecule | HEK293 tox | MmCpn inh | Abeta rescue | FUS suppressor | TDP43 rescue | PTHR1 ag | GLP-1R inv ag | aSyn yeast inh | Akt phos inh
C=CCn1c(SC(C)CC)nc(O)cc1=O (configuration not stated) | -5% | -2% | -6% | 26% | -24% | ? | -1% | 8% | i
CSc1cc(-c2ccc(Cl)cc2)n(Cc2ccccc2)c(=O)c1C#N | 13% | 0% | 20% | -33% | 16% | -19% | 6% | -7% | i
O=C(C1=C[C@H](c2ccccc2)C[C@H](OCCCCO)O1)N1CCN(Cc2ccccc2)CC1 | -11% | / | 1% | -7% | 17% | i | -1% | -1% | i
O=C(Nc1ccccc1Cl)NC1(C(=O)NCC2CCCO2)CCCCC1 (configuration not stated) | 3% | -1% | 2% | 13% | -2% | -10% | 3% | 8% | i
COC(=O)c1cscc1S(=O)(=O)Cc1ccccc1 | 6% | -1% | -4% | -24% | 22% | -5% | 16% | -9% | i
O=C(CCc1ccc(S(=O)(=O)N2CCOCC2)cc1)Nc1c(F)cccc1F | 2% | -1% | -4% | -4% | 2% | i | 1% | -5% | i
CN(C)c1ccc(/C=N/N(Cc2ccccc2)c2ccccc2)cc1 | -1% | 0% | -13% | 3% | -12% | -16% | 7% | -1% | i
CC(=O)NC(C)(CC(=O)c1ccccc1)c1ccccc1 (configuration not stated) | 1% | / | 0% | -9% | 4% | -14% | 23% | 1% | i
Cc1cc(OCC(=O)N(Cc2ccc(N(C)C)cc2)CC2CCCO2)ccc1Cl (configuration not stated) | 2% | / | 12% | 27% | -7% | -38%[inhibitor] | ? | / | /
CC(C)(C)c1ccc(C(=O)NNc2ccc(F)cc2F)cc1 | -14% | -1% | 20% | 9% | 11% | -21% | ? | 15% | i
O=C(C[n+]1ccc(-c2nnc3n2CCC3)cc1)c1ccc(Cl)cc1 | 0% | -2% | 0% | / | 20% | i | 1% | 0% | i
CCc1cccc(C)c1NC(=O)COCc1cc(-c2ccc3c(c2)OCO3)on1 | 5% | / | -12% | 9% | 17% | -86%[inhibitor] | -27% | / | /
Cc1nc2nc(C)c(NS(=O)(=O)c3ccc(Cl)s3)c(=O)n2[nH]1 | -5% | 3% | -17% | -10% | -9% | i | -5% | 0% | i
O=S(=O)(c1cnc[nH]1)N1CCc2ccccc21 | 3% | -1% | 1% | 10% | -1% | -2%[57.5 µM] | -15% | -4% | i
COc1cc(OC)c(NC(=O)c2nn(-c3ccc(C)cc3)c(=O)c3c2c2ccccc2n3C)cc1Cl | 0% | / | -16% | -14% | 8% | i | 4% | / | /
C=CCNc1nc2c(c(=O)[nH]c(=O)n2C)n1CCCCC | 2% | -1% | 18% | -12% | 4% | i | 42%[activator] | 0% | -114%*
O=C(O)C1CCN(C(=O)CSc2nnc(-c3ccccc3)o2)CC1 | -43% | -1% | 13% | 6% | 15% | -22% | 18% | -5%[1.84 µM] | i
COc1ccc(C(=O)Nc2c(-c3cccs3)c(=O)c3ccccc3n2C)cc1 | 0% | -8% | -4% | 29% | -20% | i | -1% | -4% | i
Cc1ccccc1NS(=O)(=O)c1ccc(C(=O)NCCCN2CCCC2=O)cc1 | 0% | 2% | -7% | 10% | -19% | -3% | 3% | 3% | i
CCOc1ccccc1Nc1cc(C)nc2ccccc12 | ? | / | -8% | -4% | 13% | i | -25% | -6% | i
Cc1ccccc1C(=O)NCCSc1ccccc1 | -5% | 0% | 27% | -8% | ? | -6% | -9% | 9% | i
O=C(Nc1ccc(N2CCOCC2)cc1)c1ccc(COc2ccccc2)cc1 | 10% | -4% | 6% | 6% | -2% | -24% | -23% | 2% | i
COC(=O)c1sc2ccccc2c1NC(=O)c1ccc(S(=O)(=O)N2CCCC(C)C2)cc1 (configuration not stated) | -4% | 0% | 2% | 6% | -2% | i | -3% | 0% | i
COc1ccc2[nH]c3c(=O)n(CCN4CCOCC4)cnc3c2c1 | -9% | -1% | 0% | 2% | -22% | i | 53%[activator] | -2% | i
CCOC(=O)c1cc(C(=O)OCC)cc(-n2c(C)cc(C(=O)CN3CCOCC3)c2C)c1 | -5% | -3% | 4% | 22% | -7% | -6%[57.5 µM] | -22% | 3% | i
CC(=O)Nc1ccc(C2=CC(=O)CC(C)(C)C2)cc1 | 8% | 1% | -5% | -13% | 20% | -22% | 1% | 1% | i
Cc1ccc2[nH]c3c(c2c1)CN(C(C)C)CC3 | -1% | -3% | -13% | 23% | -10% | i | -7% | -4% | i
Cc1cccc(NC(=O)C(=O)NCc2ccccn2)c1 | 20% | -1% | 0% | -1% | -22% | -22% | -2% | 9% | i
O=S(=O)(c1cccs1)N1CCCCC1 | 7% | / | -4% | -42% | 7% | -8% | -7% | -7% | i
Cc1ccc(COc2cccc3cc(-c4noc(-c5ccc(C)cc5)n4)c(=O)oc23)cc1 | 5% | / | -10% | -10% | 0% | i | 9% | / | /

Carrying on:
Molecule | HEK293 tox | MmCpn inh | Abeta rescue | FUS suppressor | TDP43 rescue | PTHR1 ag | GLP-1R inv ag | aSyn yeast inh | Akt phos inh
COc1ccc(C(=O)NCCCNc2nc3cc(C)cc(C)c3cc2C#N)cc1 | 41%[activator] | / | 8% | -14% | 11% | -42%[inhibitor] | -24% | 1% | i
CCCCCc1c(O)nc(SCCN(CC)CC)[nH]c1=O | 2% | -1% | 6% | -35% | 13% | -93%[inhibitor] | 14% | 8% | i
C[C@H](CO)N1C[C@H](C)[C@@H](CN(C)Cc2ccc(-c3ccccc3)cc2)Oc2c(NC(=O)Nc3ccc(C(F)(F)F)cc3)cccc2C1=O | 6% | 1% | 3% | -8% | 0% | i | 1% | 9% | i
Cc1ccc(-c2nc(N)n(C(=O)Cc3ccccc3)n2)cc1 | 1% | 0% | 21% | -12% | 11% | i | 12% | 1% | i
CCCN(CC(=O)Nc1ccccc1OC)C(=O)CCCN1C(=O)c2ccccc2C1=O | -1% | -5% | 14% | 10% | 28% | -22% | -25% | 3% | i
CCn1c2ccccc2c2cc(CN3CCN(Cc4cc(OC)ccc4O)CC3)ccc21 | -21% | -5% | -13% | 14% | -7%[0.397 µM] | -83%[inhibitor] | ? | -4% | i
O=C1CN=CN=CN1c1ccc(Cl)cc1Cl | 1% | 1% | 2% | -22% | -6% | -25% | 1% | -4% | i
Cc1ccc(S(=O)(=O)N(CC(=O)N2CCc3ccccc3C2)c2cccc(Cl)c2)cc1 | -11% | 0% | 9% | 10% | 18% | i | 8.9µM* | 8% | i
O=C(O)C1C2OC(C(Br)C2Br)C1C(=O)O (configuration not stated) | -5% | / | 10% | 16% | -5% | i | 13% | -2% | i
NC(=O)COC(=O)c1cc(S(=O)(=O)N2CCOCC2)ccc1N1CCCCC1 | -10% | -1% | -26%[9.22 µM] | 10% | -31% | ? | 18% | -8% | i
C=C(C(=O)O)C1CCC2(C)CCCC(C)(O)C2C1 (configuration not stated) | 3% | 1% | 8% | 1% | 8% | 5% | 10% | 2% | i
O=C(Nc1ccc([N+](=O)[O-])cc1)c1cc(-c2ccccn2)nc2c(Cl)cccc12 | 0%[7.66 µM] | -2% | -10% | 16% | -4% | -15% | 3%[7.66 µM] | 1% | i
Cc1ccc(S(=O)(=O)N2CCN(C(=O)[C@H](Cc3ccccc3)NC(=O)c3ccco3)CC2)cc1 | -1% | / | 9% | 17% | 19% | -2% | -15% | 11% | i
CCC(=O)NC1OC(CO)C(O)C(O)C1O (configuration not stated) | 4% | 3% | -1% | -31% | -2% | -21% | 12% | -16% | i
Clc1ccccc1OCCNc1nc(NCC2CC2)nc2ccsc12 | -13% | / | 1% | -10% | 20% | -93%[inhibitor] | ? | -3% | i
COC(=O)[C@H]1C[C@@]2(O)CN(S(=O)(=O)c3ccc(C)cc3)C[C@@]2(OC(=O)Nc2c(C)noc2C)C[C@H]1C(=O)OC | 6% | / | -10% | -4% | 19% | -25% | 16% | 3% | i
COc1cc(NC(=O)c2ccc(Cl)cc2)c(OC)cc1NC(=O)CN1CCCCC1 | ? | -2% | -9% | -8% | 4% | i | 3.5µM* | 9% | i
CC(NC(=O)c1ccc(Cl)cc1)c1nnc(SCc2ccc([N+](=O)[O-])cc2)n1C (configuration not stated) | -20% | -1% | -5% | -15% | -10% | -22% | -22% | 0% | i
CS(=O)(=O)c1ccc2nc(NC(=O)c3cccc([N+](=O)[O-])c3)sc2c1 | -4% | -2% | -18% | 4% | -15% | -35%[inhibitor] | 12% | -18% | i
CC(C)CNS(=O)(=O)c1cc(C(=O)O)c(Cl)cc1Cl | -11% | 2% | 5% | ? | -6% | -7% | ? | -1% | i
COc1ccc2ccc(Oc3ncccn3)cc2c1 | -4% | -1% | 5% | 6% | 26% | -8% | 28% | 6% | i
COc1cc2c(cc1OC)C(CC#N)=NC(C)(C)C2 | 26% | -1% | -5% | 11% | 5% | i | 145%[activator] | -6% | i
C=C(C)Cn1c(N2CCN(CC)CC2)nc2c1c(=O)[nH]c(=O)n2C | 1% | 2% | 34% | -18% | 1% | -1% | 8% | 0% | i

These rows are one share of the data; the hit share may differ from the screen's.
